Screens (PubChem)
HePTP inh = inhibitors of human HePTP phosphatase, primary screen, biochemical, absorbance, leukemia target | AID 521, 2006 | recombinant HePTP phosphatase activity, OD absorbance | inhibition, % at 20 µM | 110,000 compounds, 0.64% hits; in the data active = inhibition above about 50%;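 also: plate controls were vehicle for no effect and reference inhibitor for full effect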
Target sequence (P35236 whole entry, looked up): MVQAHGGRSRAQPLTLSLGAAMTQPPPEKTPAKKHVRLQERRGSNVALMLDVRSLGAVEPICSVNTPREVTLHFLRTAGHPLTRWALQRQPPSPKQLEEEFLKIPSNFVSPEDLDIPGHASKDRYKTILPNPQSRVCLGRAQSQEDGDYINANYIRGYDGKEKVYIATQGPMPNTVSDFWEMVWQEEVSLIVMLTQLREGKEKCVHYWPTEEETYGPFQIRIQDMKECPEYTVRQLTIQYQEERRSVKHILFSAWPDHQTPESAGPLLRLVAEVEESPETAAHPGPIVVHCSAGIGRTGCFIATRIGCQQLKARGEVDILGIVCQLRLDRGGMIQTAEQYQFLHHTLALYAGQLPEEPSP
BAP1 block = inhibitors of BAP1 deubiquitinase, primary screen, biochemical, Ub-AMC fluorescence, kinetic; Ubiquitin carboxyl-terminal hydrolase BAP1 (Homo sapiens), Q92560; recombinant BAP1, Ub-AMC hydrolysis fluorescence kinetic; stronger effect = lower value; activity remaining (% of control), % at 20 µM; 72,000 compounds, 0.48% hits; AID 436, 2006;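 active = activity remaining at or below 50% of control, provided the compound also passes the data quality filters; inactive = the rest, including low values that fail the filters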;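 also: 100% = DMSO wells rate and 0% = substrate alone blank rate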
Target sequence (Q92560 whole entry, looked up): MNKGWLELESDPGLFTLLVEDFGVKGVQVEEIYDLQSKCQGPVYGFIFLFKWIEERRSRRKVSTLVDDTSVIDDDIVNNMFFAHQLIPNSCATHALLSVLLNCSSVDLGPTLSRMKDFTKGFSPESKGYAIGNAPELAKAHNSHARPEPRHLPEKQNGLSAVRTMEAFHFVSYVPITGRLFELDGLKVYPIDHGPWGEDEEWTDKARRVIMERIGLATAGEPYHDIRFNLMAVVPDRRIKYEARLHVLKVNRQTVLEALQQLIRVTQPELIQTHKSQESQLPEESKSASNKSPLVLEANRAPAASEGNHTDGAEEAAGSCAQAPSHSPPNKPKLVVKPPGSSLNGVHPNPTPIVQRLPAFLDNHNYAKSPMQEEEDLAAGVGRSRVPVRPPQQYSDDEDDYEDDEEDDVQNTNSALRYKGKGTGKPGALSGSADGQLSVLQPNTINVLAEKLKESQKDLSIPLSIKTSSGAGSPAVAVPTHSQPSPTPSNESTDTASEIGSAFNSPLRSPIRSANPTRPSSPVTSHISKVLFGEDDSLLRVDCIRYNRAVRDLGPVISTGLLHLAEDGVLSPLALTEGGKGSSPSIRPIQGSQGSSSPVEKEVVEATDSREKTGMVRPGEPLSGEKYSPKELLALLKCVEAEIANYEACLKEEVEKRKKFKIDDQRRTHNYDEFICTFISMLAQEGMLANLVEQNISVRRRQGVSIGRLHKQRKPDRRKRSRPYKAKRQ
* hit, by the source's call; . = no result given; & = joins results of further samples. An excerpt (hit frequency here may not be typical).

Start of the listing, in advance (three entries):
Compound	BAP1 block	HePTP inh
O=C(COc1ccc(Cl)cc1)Nc1ccc(Cl)cc1C(=O)c1ccccc1	212	.
CC(C)[C@@]1(NC(=O)[C@@H]2C[C@@H]3c4cccc5[nH]cc(c45)C[C@H]3N(C)C2)O[C@@]2(O)[C@@H]3CCCN3C(=O)[C@H](Cc3ccccc3)N2C1=O	147&98	14
O=c1[nH]c(=O)n(Cc2ccccc2)c(O)c1C=NCCCn1ccnc1	103	4

The whole of this part, from the first entry:
Compound	BAP1 block	HePTP inh
O=C(COc1ccc(Cl)cc1)Nc1ccc(Cl)cc1C(=O)c1ccccc1	212	.
CC(C)[C@@]1(NC(=O)[C@@H]2C[C@@H]3c4cccc5[nH]cc(c45)C[C@H]3N(C)C2)O[C@@]2(O)[C@@H]3CCCN3C(=O)[C@H](Cc3ccccc3)N2C1=O	147&98	14
O=c1[nH]c(=O)n(Cc2ccccc2)c(O)c1C=NCCCn1ccnc1	103	4
CN(C)CCN=Cc1c(O)n(CCC2=CCCCC2)c(=O)[nH]c1=O	111	7
COc1cccc(CN2CCCCC2c2cccnc2)c1 (stereo not drawn)	97	-9
Cc1ccc(-n2c(O)c(C=NCCN3CCOCC3)c(=O)[nH]c2=O)cc1	131	-6
CP(C)(=O)CCC(=O)O	103	3
N[C@@H](Cc1c[nH]c2ccccc12)c1nnc(SCc2ccccc2F)o1	96	2
CC1=C(C(=O)N2CCC3(CC2)OCCO3)C2(CCC(C)CC2)OC1=O (stereo not drawn)	111	6
CC12CCC3C(CC=C4CC(O)CCC43CO)C1CCC2O (stereo not drawn)	.	-8
CC(=NCc1cccnc1)c1c(O)n(Cc2ccccc2)c(=O)[nH]c1=O	89	8
CCCCC[n+]1ccc(-c2cc[n+](CCCCC)cc2)cc1	101	.
CCn1c(C)c(C(=O)O)c2cc(OC)ccc21	104	-3
Cc1ccc(-c2ccc(C=C3C(=O)NC(=S)NC3=O)o2)cc1[N+](=O)[O-]	.	11
Cc1cc(C=C2C(=O)NC(=O)NC2=O)c(C)n1C	.	-4
CCOC(=O)c1c(-c2ccc(OC)cc2)oc2ccc(OC(=O)N(C)C)cc12	.	5
C=C(C)c1cccc(C(C)(C)NC(=O)NC2CN3CCC2CC3)c1 (stereo not drawn)	95	12&-10
Cc1ccc(Cl)cc1N1CCN(CCN)CC1	100	3
CN1CC[C@@](O)(c2ccccc2)[C@@H]2CCC[C@@H]21	.	11
C/C(CCc1c[nH]c2ccccc12)=N\O	77	4
CC1(C)C(c2ccccc2)=NC(c2cccnc2)N1O (stereo not drawn)	98	10&7
CN(C)CC#CCOCCOCCC#N	105	0
COc1ccccc1N1C(=O)NC(=O)C2(Cc3cc(C)ccc3N(C)C2)C1=O (stereo not drawn)	88	14
O=C1NC(=S)NC(=O)C1=Cc1ccc(-c2ccc(S(=O)(=O)Nc3nccs3)cc2)o1	.	100*
Cc1nc2c(c(C)nn2-c2ccccc2)c(C)c1CCC(=O)N1CCC2(CC1)OCCO2	97	10
CCC(CC)N1CCN(Cc2cc(Br)ccc2OC)CC1	.	2
O=C(c1ccncc1)C12CN3CN(CN(C3)C1)C2	97	3
COc1ccc(OC)c(CC(=O)O)c1	101	1
O=c1[nH]c(=O)n(-c2cccc(Cl)c2)c(O)c1C=NCCCN1CCOCC1	97	-4
COc1cc(CN2CCN(C(C)C)CC2)cc(OC)c1OC	.	-1
CCN(CC)c1ccc(N=Cc2c(O)n(CCC3=CCCCC3)c(=O)[nH]c2=O)cc1	57	10
CCCCCn1c(=O)c(C(=O)Nc2ccc(C)cc2C)c(O)c2ccccc21	.	5

Four compounds out of the list, arranged by number of heavy atoms, smallest number first.
Compound	BAP1 block	HePTP inh
COc1ccc(OC)c(CC(=O)O)c1	101	1
CCC(CC)N1CCN(Cc2cc(Br)ccc2OC)CC1	.	2
CCOC(=O)c1c(-c2ccc(OC)cc2)oc2ccc(OC(=O)N(C)C)cc12	.	5
CC(C)[C@@]1(NC(=O)[C@@H]2C[C@@H]3c4cccc5[nH]cc(c45)C[C@H]3N(C)C2)O[C@@]2(O)[C@@H]3CCCN3C(=O)[C@H](Cc3ccccc3)N2C1=O	147&98	14

Other structures follow.
Compound	BAP1 block	HePTP inh
COc1ccc(CCn2c(O)c(C=NCc3cccnc3)c(=O)[nH]c2=O)cc1OC	110	15
CCCN(CCC)[C@H]1CCc2c(F)ccc(O)c2C1	91	.
CCC(=O)c1c(O)n(C2CCCCCC2)c(=O)[nH]c1=O	86	4
Cn1c(O)c(C=NCc2cccs2)c(=O)n(C)c1=O	94	3&12
OCCN(CC#CC(O)(c1ccccc1)C1CCCC1)CCO (stereo not drawn)	101	-10
O=C1/C(=C/c2ccc(O)cc2)N2CCC1CC2	.	-10
O=C(COc1ccc(S(=O)(=O)N2CCCCC2)cc1)N1CCN(Cc2ccccc2)CC1	130	-11
CCC(CC)NCc1c[nH]c2ccccc12	.	17
Cc1cc(-c2ccc(C=C3C(=O)NC(=O)NC3=O)o2)ccc1[N+](=O)[O-]	.	6
COc1ccc(Br)cc1CN1CCN(Cc2ccc(F)cc2)CC1	.	16
Cc1ccc2cc3cc(C(=O)N4CCC5(CC4)OCCO5)oc3nc2c1	.	5
CCC1(C)CC(CCNCc2ccc(OC)cc2)(c2ccc(OC)cc2)CCO1 (stereo not drawn)	.	14
Cc1cccc(C)c1NC1=NCCCCS1	111	5
COc1ccc(CC2c3cc(OC)c(OC)cc3CCN2C)cc1OC (stereo not drawn)	108	11
COCCOC(=O)C1=C(C)OC(N)=C(C(=O)OC)C12C(=O)Nc1ccccc12 (stereo not drawn)	116	4
O=C1c2ccccc2C(=O)N1Cc1nc2ccccc2c(=O)n1-c1cccnc1	124	8
CCn1cnc2c(Nc3cccc(Cl)c3)nc(N[C@@H]3CCCC[C@@H]3N)nc21	97	.
COc1cccc(CNCCc2ccc(Cl)cc2Cl)c1	.	7
O=C(Nc1ccc(Cl)cc1C(=O)c1ccccc1)c1ccc(S(=O)(=O)N2CCOCC2)cc1	.	5
Cc1ccccc1-n1c(CN2C(=O)c3ccccc3C2=O)nc2ccccc2c1=O	.	11
CN(C)CCN=Cc1c(O)n(-c2cccc3ccccc23)c(=O)[nH]c1=O	88	3
Cc1ccccc1-n1c(O)c(C=NCCN2CCOCC2)c(=O)[nH]c1=O	87	-3
CC1(C)CC(=O)C(C=NCCN2CCN(C(=O)Cc3ccc(Cl)cc3)CC2)=C(O)C1	102	6
COc1ccc(-c2cc(C(F)(F)F)n3nc(C(=O)N4CCC5(CC4)OCCO5)cc3n2)cc1OC	67	6
O=C(CF)NC(=C(Cl)Cl)P(=O)(c1ccccc1)c1ccccc1	.	103*
Nc1ccc(Br)cc1C(=O)c1ccc(Cl)cc1Cl	.	-4
Cc1cc(OC(=O)CCNC(=O)OC(C)(C)C)c2c3c(c(=O)oc2c1)CCC3	184	17
c1cncc(CNC2=NCCCCC2)c1	119	1
O=C(O)Cn1cc(/C=C2\C(=O)NC(=O)N(c3ccc(Cl)cc3)C2=O)c2ccccc21	.	4
CCCCn1c(N)c(C(=O)NCCN2CCOCC2)c2nc3ccccc3nc21	.	0
C=CCN1C(=O)/C(=C\c2cccs2)C(=O)NC1=S	.	6
CN1C(=O)C(Cc2ccsc2)C(=O)N(C)C1=O	107	6
CC(=NCc1ccc2c(c1)OCO2)c1c(O)[nH]c(=O)[nH]c1=O	90	8
c1ccc2c(c1)OCC(C1=NCCN1)O2 (stereo not drawn)	77&99	-5
Cn1c(C(=O)N2CCC(C(=O)N3CCC4(CC3)OCCO4)CC2)cc2sccc21	98	6
NCCc1ccc(O)cc1	103&96	0
CCOC(=O)C1CN(C)CCC1=O (stereo not drawn)	81	0
O=C(COc1ccc([N+](=O)[O-])cc1)Nc1ccc(Br)cc1C(=O)c1ccccc1	.	5
CCS(=O)(=O)Nc1cccc(C(=C2CCCCC2)c2cnc[nH]2)c1	89	.
CC(C)C(=O)N1N=C(c2cccnc2)CC1(O)C(F)(F)F (stereo not drawn)	.	9
Cc1ccc2c(c1)C1CN(C)CCC1N2S(=O)(=O)c1ccccc1 (stereo not drawn)	101	-3
Cc1ccc(-n2c(-c3ccccc3F)nc3ccccc3c2=O)cc1	.	-11
CC(=O)OCC1=C(C(=O)[O-])N2C(=O)[C@@H](NC(=O)CCC[C@@H](N)C(=O)[O-])[C@H]2SC1.[Zn+2]	96	.
O=C1c2ccccc2C2(c3ccc(Cl)cc3)NCCN12 (stereo not drawn)	99	5
O=C(Nc1ccc(Cl)cc1C(=O)c1ccccc1)c1cncc(Br)c1	.	-1
CCOc1ccc(N2C(=O)/C(=C/c3ccco3)C(=O)NC2=S)cc1	.	102*
COc1ccc(CN2CCN(Cc3cccc(OC)c3)CC2)cc1	.	-8
Cc1[nH]c2ccc(S(=O)(=O)O)cc2c1CCN	.	-2
COc1ccc(OCC(=O)Nc2ccc(Cl)cc2C(=O)c2ccccc2)cc1	53	.
O=C(COc1ccc2ccccc2c1)N1CCN(C2CCN(Cc3ccccc3)CC2)CC1	183	-4
Clc1cnc(Oc2ccc(Oc3ncc(Cl)cc3Cl)cc2)c(Cl)c1	82	.
CC1OC1P(=O)(O)O (stereo not drawn)	100	.
O=c1c2ccccc2nc(-c2cccs2)n1-c1cnccn1	91	0&-14
Cc1sc2ccccc2c1CC1=NCCN1	66	.
CCCCc1ccc(C(=O)O)nc1	95	.
Cc1ccc(CN2CC3CC(C2)c2cccc(=O)n2C3)cc1 (stereo not drawn)	88	-11

(continued)
Compound	BAP1 block	HePTP inh
COc1cc(CN2CCN(C(=O)Cc3ccccc3)CC2)cc(OC)c1O	.	44
CCCC[N+]1(C)C2CC(OC(=O)[C@H](CO)c3ccccc3)CC1C1OC12 (stereo partly drawn)	96	.
O=c1c2ccccc2nc(-c2ccccc2)n1-c1ccc(Br)cn1	.	4
CCC1(c2ccccc2)C(=O)NC(=O)N(C(=O)c2ccccc2Br)C1=O (stereo not drawn)	.	2
CC12CCC3C(CC=C4CC(O)CCC43C)C1C/C(=C\c1ccc([N+](=O)[O-])cc1)C2=O (stereo not drawn)	.	6
Cc1cc(N2CCOCC2)nc2ccc(NC(=O)CCC(=O)N3CCC4(CC3)OCCO4)cc12	.	-2
Cn1cccc1CNCCc1ccccc1F	98	5
Cc1cc(/C=C2\C(=O)NC(=O)N(C)C2=O)c(C)n1-c1ccc2c(c1)OCO2	.	3
C[C@@H]1O[C@@H](O[C@H]2C[C@@H](O)[C@]3(CO)[C@@H]4C(CC[C@]3(O)C2)[C@@]2(O)CC[C@H](C3COC(=O)C3)[C@@]2(C)C[C@H]4O)[C@H](O)[C@H](O)[C@H]1O (stereo partly drawn)	89	.
CCC(=O)O[C@]1(c2ccccc2)CCN(C)[C@H]2CCC[C@H]21	.	1
CCCC(=O)c1c(O)[nH]c(=O)[nH]c1=O	111	4
CC(=O)[C@H]1CC[C@H]2[C@@H]3CC[C@H]4C[C@H](O)CC[C@]4(C)[C@H]3C(=O)C[C@]12C	60&94	12
CC(=Nc1ccc2c(c1)CCC2)c1c(O)n(C)c(=O)n(C)c1=O	88	-6
Cn1c(O)c(C=NCCc2c[nH]c3ccccc23)c(=O)n(C)c1=O	.	-7
O=C(CCCC1=NS(=O)(=O)c2ccccc2N1)N1CCC2(CC1)OCCO2	80	9
O=C(NC1CCSC1=O)c1cccs1 (stereo not drawn)	.	-9

Among those listed so far, 2 have a CF3 group:
Compound	BAP1 block	HePTP inh
COc1ccc(-c2cc(C(F)(F)F)n3nc(C(=O)N4CCC5(CC4)OCCO5)cc3n2)cc1OC	67	6
CC(C)C(=O)N1N=C(c2cccnc2)CC1(O)C(F)(F)F (stereo not drawn)	.	9

(next part)
Compound	BAP1 block	HePTP inh
Cc1nn(C)c(C)c1P(=S)(c1c(C)nn(C)c1C)N(C)C	124	1
CCOc1ccc(N2C(=O)NC(=O)/C(=C\c3ccc(Sc4nc5ccccc5[nH]4)o3)C2=O)cc1	.	6
CCOC(=O)C1=C(N)OC2=C(C(=O)CC(C)(C)C2)C12C(=O)Nc1ccccc12 (stereo not drawn)	86	0
COC(=O)COc1ccc(C=C2C(=O)NC(=O)NC2=O)cc1	.	2
CC(C)Sc1nnc([C@@H](N)Cc2c[nH]c3ccccc23)o1	90	-3
CCn1cc(C=C2C(=O)NC(=S)NC2=O)c2ccccc21	.	0
O=C(c1ccc(-c2ccccc2)cc1)N1CCN(c2cccc(Cl)c2)CC1	.	-13
CCCCn1c(O)c(C(C)=Nc2cccc(C(=O)O)c2)c(=O)[nH]c1=O	113	-3
CCSc1nc2ccccc2c(=O)n1-c1cccc(C)c1	161	4
O=C(Nc1ccc(Br)cc1C(=O)c1ccccc1)c1ccc([N+](=O)[O-])cc1	.	10
CCCN1CCC[C@H](c2cccc(O)c2)C1	95	.
Cc1ccc(Cn2nnnc2CN2CCC(n3nnc4cc(C)ccc43)CC2)cc1	97	10
O=c1c2ccccc2nc(/C=C/c2ccc([N+](=O)[O-])cc2)n1-c1ccccc1O	.	-3
COc1cccc(-n2c(/C=C/c3cccnc3)nc3ccccc3c2=O)c1	.	-4
O=C1NC(=O)C(=Cc2cccc(OCCOc3ccc([N+](=O)[O-])cc3)c2)C(=O)N1	.	5
CC#CP(=O)(OCC)C(O)(c1ccccc1)C(F)(F)F (stereo not drawn)	96	17
O=C(N1CCN(C(c2ccccc2)c2ccccc2)CC1)C(O)(c1ccccc1)c1ccccc1	.	7
O=C(O)c1nonc1-c1nonc1C(=O)O	89	7
